HCMV antiviral – inhibitors of human cytomegalovirus | HFF cells, HCMV-luciferase reporter, 72 h; hits give low values | activity change, negative = inhibition, % at 57.5 µM | hit rate 4.5% among 410,000 | AID 1259415; in the data active = activity change below about -60%; inconclusive = no clear call, values can overlap the other calls; inactive = above about -39%
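After 16 h attachment at 37C, HFF cells received test compound and HCMV-luciferase (1 PFU/cell); reporter luminescence read 72 h later, data normalized against buffer-only and known inhibitor Salinomycin.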
AMA1-RON2 inh – disrupts binding of P. falciparum AMA1 to RON2. AlphaScreen AMA1-biotinylated RON2 peptide binding. Potency, µM (titrated, usually from 58.2 µM), for the others: at the highest dose activity change, negative = inhibition, usual class: inhibitors. hit rate 0.2% among 360,000. AID 720542;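 note: potency is the fitted concentration of half-maximal effect; 0% = vehicle wells and -100% = peptide control; nearly all actives have a fitted effect of over 45% in size; some results filed as inactive show a strong effect at the top dose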
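AMA1 (3D7) with his tag at 25 nM final met compounds first, then biotinylated RON2 peptide at 25 nM; detection used donor plus acceptor beads, 10 µg/mL apiece, read by AlphaScreen after 30 min at room temperature.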
LmPK inhibitor – blocks Leishmania mexicana pyruvate kinase activity | AID 1721 | Q27686 | hit rate 0.37% among 290,000 | Potency, µM (highest dose often 57.5 µM), for the others: at the highest dose activity change, negative = inhibition, actives largely listed as inhibitors | purified LmPK, Kinase-Glo ATP luminescence, 1 h; note: potency is the fitted concentration of half-maximal effect
Target sequence (Q27686 whole entry, looked up): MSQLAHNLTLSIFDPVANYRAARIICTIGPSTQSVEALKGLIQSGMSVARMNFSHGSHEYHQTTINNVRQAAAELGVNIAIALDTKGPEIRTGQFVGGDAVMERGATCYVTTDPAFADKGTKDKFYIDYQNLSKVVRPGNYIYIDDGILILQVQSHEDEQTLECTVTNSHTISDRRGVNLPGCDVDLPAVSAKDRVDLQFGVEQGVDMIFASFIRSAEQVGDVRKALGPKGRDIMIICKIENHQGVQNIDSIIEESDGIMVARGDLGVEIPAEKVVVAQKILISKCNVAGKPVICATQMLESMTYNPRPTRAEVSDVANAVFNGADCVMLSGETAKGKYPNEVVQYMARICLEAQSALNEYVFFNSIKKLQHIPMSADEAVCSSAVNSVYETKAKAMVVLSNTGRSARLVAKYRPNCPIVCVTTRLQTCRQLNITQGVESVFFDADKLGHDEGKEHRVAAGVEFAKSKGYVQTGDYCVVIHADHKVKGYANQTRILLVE
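ATP generated from ADP (0.1 mM) and PEP (0.5 mM) by 0.1 nM LmPK over 1 h at room temperature (pH 7.2 imidazole buffer) was detected by coupled luciferase luminescence. Values were normalized to uninhibited and no-enzyme wells.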
Tb PYK inh – inhibitors of Trypanosoma brucei pyruvate kinase; hit rate 0.12% among 410,000; TbPYK enzyme, Kinase-Glo Plus ATP luminescence, 45 min; Potency, µM (series often up to 76.8 µM), without a hit: at the top dose activity, negative = inhibition, hits mostly inhibitors; Q57TT1; note: potency is the fitted concentration of half-maximal effect; nearly all actives have a fitted effect of over 50% in size
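Luminescence from Kinase-Glo Plus, added after a 45-minute room-temperature reaction, served as the end-point read-out. The enzyme and substrate were preincubated with compound before ADP (130 uM final) initiated turnover. Concentration-effect curves came from normalized qHTS data.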
AmpC inh no detg – inhibitors of E. coli AmpC beta-lactamase without detergent | P00811 | AmpC nitrocefin hydrolysis, absorbance 480 nm, 0.0001% Triton | Potency, µM (series often up to 57.1 µM), without a hit: at the highest dose activity change, negative = inhibition, hits mostly inhibitors | hit rate 0.52% among 330,000;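 note: potency is the fitted concentration of half-maximal effect; plate controls were no compound for no effect and no enzyme for full effect; nearly all actives have a fitted effect of over 20% in size; some results filed as inactive show a strong effect at the top dose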
Target sequence (P00811 whole entry, looked up): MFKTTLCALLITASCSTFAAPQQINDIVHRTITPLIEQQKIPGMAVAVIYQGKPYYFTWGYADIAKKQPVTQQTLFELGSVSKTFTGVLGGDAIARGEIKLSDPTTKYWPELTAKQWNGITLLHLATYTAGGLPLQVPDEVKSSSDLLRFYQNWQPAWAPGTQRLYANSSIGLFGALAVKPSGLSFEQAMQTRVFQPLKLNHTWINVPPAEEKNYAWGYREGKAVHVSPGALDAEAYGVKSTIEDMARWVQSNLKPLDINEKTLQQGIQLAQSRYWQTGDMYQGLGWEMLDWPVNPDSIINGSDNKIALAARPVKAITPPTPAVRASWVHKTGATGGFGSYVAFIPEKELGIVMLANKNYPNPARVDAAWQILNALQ
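AmpC (5.3 nM in the dispensed reagent) in 20 mM phosphate pH 7.0 with 0.01% (detergent screen) or 0.0001% Triton X-100 was preincubated with compounds for 15 min at room temperature. Nitrocefin was then added from an 800 uM solution, and hydrolysis was followed at 480 nm.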
AmpC inh detg – inhibitors of E. coli AmpC beta-lactamase with detergent; P00811; AmpC hydrolysis of nitrocefin, absorbance 480 nm, 0.01% Triton; Potency, µM (titrated, usually from 114 µM), for inactives: at the highest dose activity change, negative = inhibition, usual class: inhibitors; hit rate 0.041% among 370,000; AID 485294;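 note: potency is the fitted concentration of half-maximal effect; 0% = no-compound wells and -100% = no-enzyme wells; nearly all actives have a fitted effect of over 25% in size; some results filed as inactive show a strong effect at the top dose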
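20 mM phosphate pH 7.0 + 0.01% (detergent screen) or 0.0001% Triton X-100; 5.3 nM AmpC reagent; cpd preinc 15 min RT; nitrocefin (800 uM stock) to start; A480 q20 s × 4 min; Activity was normalised to no-enzyme and no-compound control wells.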
Sm TGR block – inhibitors of Schistosoma mansoni thioredoxin glutathione reductase; hit rate 3% among 360,000; Q962Y6; AID 485364; Potency, µM (series often up to 114 µM), for the others: at the top dose activity change, negative = inhibition, usual class: inhibitors; purified TGR, DTNB reduction, TNB absorbance 405 nm; note: potency is the fitted concentration of half-maximal effect; nearly all actives have a fitted effect of over 60% in size
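First, TGR (20 nM dispensed) and NADPH were mixed with compound. Second, a 15 min room-temperature incubation followed. Third, further NADPH and then DTNB were added to start the reaction. Finally, TNB absorbance was monitored kinetically.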
Numbers without * were called inactive; ? = inconclusive; nt = no result given; & = joins results of further samples; [ ] = dose if it differs, or a comment. Unless noted, calls come from the whole dose curve; as a rule, active = well fitted curve in the direction sought with a large enough effect; inconclusive = small, poorly fitted or top-dose-only effect, or another doubt; inactive = no such curve, though single readings can be large; an effect the other way counts as inactive or inconclusive. Unless noted, % is set by controls: 0 for no effect and ±100 for the full control effect. This is a random part of the collection (roughly 7.4% active in at least one column).

SMILES | HCMV antiviral | AMA1-RON2 inh | LmPK inhibitor | Tb PYK inh | AmpC inh no detg | AmpC inh detg | Sm TGR block
CC(C)Oc1ccc(CNS(=O)(=O)c2csc(C(N)=O)c2)cc1 | ? | 11% | 9% | -1%&-5% | -31% | -8%&0% | -7%&6%
N#Cc1c(N)n(-c2cccc(Cl)c2)c2nc3ccccc3nc12 | -2 | nt | nt | 4% | nt | 10% | -3%
Cc1ccc(N2C(=O)c3ccc(C(=O)N4CCN(c5ccc(C)c(C)c5)CC4)cc3C2=O)cc1 | -70* | 13% | 2% | -2% | -10% | 0% | -4%
CS(=O)(=O)N(CC(=O)Nc1ccccc1)Cc1ccc(Cl)cc1 | 16 | 8% | 2% | -5% | -13% | ? | 10%
CCOC(=O)N1CCN(C(=O)Cc2ccsc2)CC1 | -13 | 0% | -2% | 0% | -17% | -9% | 17%
CCc1ccc(-n2c(O)cnc2Nc2nc(C)cc(C)n2)cc1 | -27 | 13% | 4% | 2% | -13% | ? | -9%
Cc1cc2cc3c(cc2nc1SCC(=O)Nc1c(C)cccc1C)CCC3 | -13 | -4% | 1% | -9% | -10% | 0% | -14%
COc1ccccc1CNC(=O)CCC(=O)N1CCOc2ccc(Cl)cc21 | 2 | 10% | -5% | -3% | 44% | -6% | -8%
CCOc1ccccc1NC(=O)CCCNC(=O)Cn1cnc2sc(C)c(C)c2c1=O | -18 | -19% | 10% | -4% | 92%[activator] | -15% | -3%
COc1cc(CNCCc2ccc(S(N)(=O)=O)cc2)ccc1OCC(=O)NC1CCCCC1 | 13 | 3% | -1% | -1% | -2% | -1% | 2%
O=C(Cc1sc(Nc2ccccc2)nc1-c1ccccc1)NCc1ccccc1 | -25 | -18% | 3% | -17% | -12% | 9% | -32%
Cc1sc2nc(CSCC(=O)Nc3cc(F)ccc3F)[nH]c(=O)c2c1C | -2 | 7% | nt | 3% | -19% | -5% | -7%
O=[N+]([O-])c1cc([As](=O)(O)c2ccc(O)c([N+](=O)[O-])c2)ccc1O | -16 | 0% | 17% | 33%[activator] | -3% | 0% | 14µM*
O=C(NCc1ccc2c(c1)CCN2C(=O)c1ccncc1)c1ccccc1Cl | 32 | nt | nt | -7% | nt | 11% | 0%
CC(C)c1ccc(C(O)Cc2nc3ccccc3n2C)cc1 (stereo not given) | -3 | -14% | 1% | -1% | -17% | -8% | -6%
Cc1ccc(C(=O)N2CCC(C(=O)Nc3cccc([N+](=O)[O-])c3)CC2)cc1 | ? | -3% | 0% | 0% | -5% | -11% | 0%
CCc1ccc(N(C(=O)c2ccco2)C(C(=O)NC2CCCC2)c2ccco2)cc1 (stereo not given) | -35 | -8% | nt | 4% | nt | nt | nt
COc1ccc(CC(=O)Nc2cccc(C(C)=O)c2)cc1S(=O)(=O)N1CCOCC1 | 46 | 0% | nt | -2% | -25% | 2% | 2%
CC(C)(C)N(Cc1ccccc1)C(=O)COC(=O)/C=C/c1ccc2c(c1)OCO2 | 0 | 0% | nt | 3% | -15% | 5% | 2%
CCn1c(C)c(C)c2cc(C(=O)NCCCN3CCCCC3)ccc21 | -25&0 | -7% | 7% | -5% | 7% | -11%&1% | -4%&-9%
C/C(=N\NC(=O)c1ccccc1)c1ccc(C)c([N+](=O)[O-])c1 | 93 | 14% | 0% | -6% | -27% | 1% | -1%
CC1(c2nnnn2-c2ccc3c(c2)OCCO3)CCC(=O)N1CCOc1ccccc1 (stereo not given) | -5 | -3% | nt | -6% | nt | nt | nt
COc1cccc(C(=O)/C=C/c2ccc(SC)cc2)c1 | -7 | -2% | ? | -14% | -28% | -10% | 8%
Cc1cc(-n2cnc(-c3cn[nH]c3C)n2)no1 | 52 | 3% | -1% | -15% | -20% | -3% | -4%
CC(=O)Oc1ccc2nc(/C=C/c3ccccc3)oc(=O)c2c1 | -12 | -1% | 3% | -5% | -22% | -5% | 3%
CC(C)(C)CC(C)(C)N=C1Nc2cc(Cl)c(Cl)cc2NC12C[C@H]1CCC(=O)N3CC[C@@H](C2)[C@@H]13 (stereo not given in full) | 14 | -19% | nt | 2% | nt | nt | nt
Cc1nc(CC(=O)c2ccc(O)c(C)c2O)cs1 | 0 | -6% | 5% | 11% | -17% | 6% | 103%[activator]
O=C(c1ccccc1)C(CN1CCCCC1)c1ccccc1 (stereo not given) | -68* | 17% | nt | 5% | nt | nt | nt
Cc1ccc(-n2nc(C(=O)O)c3ccccc3c2=O)cc1C | -17 | -9% | 6% | 10% | -14% | 5% | 1%
COc1cccc(-c2cc3nc(C)cc(N4CCN(C(=O)c5ccoc5)CC4)n3n2)c1 | -15 | -21% | nt | 6% | nt | nt | nt
COc1cccc(CN2C(=O)c3ccccc3Sc3ccc(C(=O)NCCc4ccc(Cl)cc4)cc32)c1 | 9 | nt | nt | 5% | nt | 2% | 6%
CCN(CC)C(=O)C1CCCN(c2ccc([N+](=O)[O-])cc2/C=N/NC(=O)c2cccc([N+](=O)[O-])c2)C1 (stereo not given) | 3 | 44%[activator] | 3% | -3% | -7% | -1% | 3%
CCC1(O)CCCC2C3CCC4CC(=O)CCC4(C)C3C(=O)CC21C (stereo not given) | -11 | -12% | nt | 4% | nt | nt | nt
COCCN(CCOC)CC(O)COC(c1ccccc1)c1ccccc1 (stereo not given) | nt | 4% | 4% | -1% | -6%[11.4 µM] | ? | 5%
CCc1ccc(C(O)c2ncc(-c3cccc(F)c3)[nH]2)cc1 (stereo not given) | 19 | -10% | nt | -8% | nt | nt | nt
CC1(C)CN(c2ccsc2C(=O)O)C1=O | 12 | -12% | -1% | -22% | -5% | -9% | 15%
CN(Cc1ccccc1)CC(O)COc1ccc(CNCCOc2cccnc2)cc1 (stereo not given) | -13 | -2% | 5% | 0% | -23% | 6% | -30%
Cc1ccc2sc(C)[n+](CCC(C)S(=O)(=O)[O-])c2c1 (stereo not given) | 31 | -13% | -6% | -22% | -16% | -13% | -16%
CC(CCc1ccccc1)NC(=O)CCNC(=O)c1ccccc1Cl (stereo not given) | 23 | 6% | nt | 0% | -7% | nt | nt
CCC(C)NC(=O)C1CC(c2ccc(OC)cc2)=NO1 (stereo not given) | 53 | 0% | 0% | 10% | -7% | 3% | -20%

As entered above.
In LmPK inhibitor, CCN(CC)C(=O)C1CCCN(c2ccc([N+](=O)[O-])cc2/C=N/NC(=O)c2cccc([N+](=O)[O-])c2)C1 (stereo not given) is entered as 3%
In AMA1-RON2 inh, CCC(C)NC(=O)C1CC(c2ccc(OC)cc2)=NO1 (stereo not given) is entered as 0%
In Sm TGR block, CC1(C)CN(c2ccsc2C(=O)O)C1=O is entered as 15%

The list goes on:
SMILES | HCMV antiviral | AMA1-RON2 inh | LmPK inhibitor | Tb PYK inh | AmpC inh no detg | AmpC inh detg | Sm TGR block
CCOc1ccc(C(C)C)cc1S(=O)(=O)n1nc(C)cc1C | -8 | -2% | 9% | 2% | 23% | -15% | 5%
CCNc1ccccc1CP(=O)(c1ccccc1)c1ccccc1O (stereo not given) | -18 | ? | 6% | -24% | 10% | -9% | 0.5µM*
CCn1nc(C(=O)Nc2ccc(C)c(C)c2)c(Cl)c1Cl | -21 | -1% | 6% | 7% | -15% | 4% | 3%
CC1(C)OC2COC(c3[nH]nc4c(=O)[nH]c(=O)[nH]c34)C2O1 (stereo not given) | -29 | -1% | nt | -1% | nt | nt | nt
Cc1cccc(N2C(=O)C(O)=C(C(=O)c3cccs3)C2c2ccc(F)cc2)n1 (stereo not given) | 30 | -2% | 0% | 8% | -38% | -3% | 26%
COc1ccc2oc(C(=O)OCC(=O)Nc3ccc(C)c(S(=O)(=O)N4CCOCC4)c3)c(C)c2c1 | -18 | -2% | nt | -3% | nt | nt | nt
CC1CC2c3cccc(C(=O)O)c3C(=O)N2c2ccc(Cl)cc21 (stereo not given) | -35 | -5% | -1% | -3% | -32% | -13% | -8%
Cc1nnc(NC(=O)CSc2nc(N)c(NC(=O)c3cccs3)c(=O)[nH]2)s1 | 0 | 6% | -1% | 3% | -6% | 5% | 18%
CC(=O)c1cccc(NC(=O)CN(C)S(=O)(=O)c2ccccc2)c1 | 55 | -11% | 2% | -2% | -25% | 0% | -27%
N#Cc1c(-c2ccccc2)cc(-c2ccccc2)nc1SCC(=O)Nc1ccc(Cl)cc1 | 6 | nt | nt | -1% | nt | 2% | -6%
CCc1ccc(NC(=O)N2c3ccccc3Sc3ccccc32)cc1 | -17 | nt | nt | -1% | nt | 11% | 8%
O=C(CN1C(=O)NC2(CCCCCCC2)C1=O)Nc1c(Cl)cccc1Cl | 52 | 0% | nt | 2% | -23% | nt | nt
Cc1nc(N2CCN(C(=O)c3ccco3)CC2)c2c3c(sc2n1)CCCC3 | -25 | -11% | 2% | 1% | 94%[activator] | -3% | 45µM*
CC(NC(=O)c1ccc2c(c1)sc1nc(-c3ccc(F)cc3)cn12)C12CC3CC(CC(C3)C1)C2 (stereo not given) | nt | nt | nt | 2% | nt | 26% | 5%
C=CCN1CC[C@]23c4c5ccc(O)c4OC2C(O)CC[C@@]3(O)[C@H]1C5 (stereo not given in full) | 90 | 9% | nt | -2% | -16% | nt | nt
C/C(=N\OC(=O)c1ccc(F)cc1)c1ccc(F)c(F)c1 | 9 | 0% | -14% | 0% | -36% | -4% | 2%
Cc1nc(SCc2nc3ccc(Cl)cc3[nH]2)c2oc3ccccc3c2n1 | 31 | nt | nt | -3% | 2% | nt | nt
CC1(C(=O)Nc2ccc(F)cc2F)CCN1C(=O)Cc1ccccc1Cl (stereo not given) | 16 | 3% | nt | -10% | nt | nt | nt
Cc1ccc(/C=C/C(=O)OCC(=O)NCc2cccs2)o1 | -14 | -4% | nt | -10% | -14% | nt | nt
CCC(C)NS(=O)(=O)c1ccc(OCC(=O)NCc2ccco2)cc1 (stereo not given) | 61 | 0% | 2% | -2% | nt | 2% | -33%
O=c1[nH]c2ccccc2c2nc(-c3cccc(S(=O)(=O)N4CCCC4)c3)nn12 | -13 | -11% | 3% | 9% | -22% | -15% | -10%
CC(=O)Nc1cc(-c2cccc(NS(C)(=O)=O)c2)cn2c(-c3ccc(F)c(Cl)c3)cnc12 | -20 | 2% | nt | -7% | nt | nt | nt

Screening data as filed in PubChem BioAssay.
